# Compound activity deposited in PubChem by National Center for Advancing Translational Sciences (NCATS).
# GLS inhibitor – blocks human kidney-isoform glutaminase activity; O94925; GLS enzymatic activity, qHTS titration; Potency, µM (highest dose often 45.5 µM), without a hit: at the top dose activity change, negative = inhibition, actives largely listed as inhibitors; actives 0.21% (n = 410,000); further: potency means the concentration at half of the fitted maximal effect; on the % scale 0 is the no-effect control and ±100 the full control effect
#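 hKGA; 45 mM KH2PO4 pH 8.2 + 0.02% Tween-20; cpd via pin tool; 1 mM Gln soln; GluOx/HRP/Amplex Red; RT 30 min; fluor. t0 & final.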
# Pin1 inh – blocks the human prolyl isomerase Pin1; Potency, µM (doses to about 115 µM), inactives show at the highest dose activity, negative = inhibition, actives largely listed as inhibitors; Pin1 FP peptide displacement, HiFluor488, 10 min; actives 0.009% (n = 390,000); active means well fitted inhibition curve with a large enough effect in the polarisation, with a control signal flat, not every such curve was filed as active; inconclusive means small, poorly fitted or top-dose-only effect, or effect the other way, or a change in a side signal; inactive means no such curve, though single readings can be large or run the other way; the % refers to the polarisation; further: potency means the concentration at half of the fitted maximal effect; on the % scale 0 is the no-effect control and ±100 the full control effect
# Target sequence (Q13526 whole entry, looked up): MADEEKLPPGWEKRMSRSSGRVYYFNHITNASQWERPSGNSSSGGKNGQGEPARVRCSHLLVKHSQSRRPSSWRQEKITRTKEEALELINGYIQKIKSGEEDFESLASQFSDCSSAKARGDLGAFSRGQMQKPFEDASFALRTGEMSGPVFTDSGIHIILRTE
# TrxR1 inh – blocks rat thioredoxin reductase 1; O89049; recombinant rTrxR1, NADPH fluorescence consumption, selenite substrate; Potency, µM (highest dose often 114 µM), for the others: at the top dose activity change, negative = inhibition, hits mostly inhibitors; actives 1% (n = 390,000); AID 588453; further: potency means the concentration at half of the fitted maximal effect; on the % scale 0 is the no-effect control and ±100 the full control effect; nearly all actives have a fitted effect of over 65% in size
# Target sequence (O89049 whole entry, looked up): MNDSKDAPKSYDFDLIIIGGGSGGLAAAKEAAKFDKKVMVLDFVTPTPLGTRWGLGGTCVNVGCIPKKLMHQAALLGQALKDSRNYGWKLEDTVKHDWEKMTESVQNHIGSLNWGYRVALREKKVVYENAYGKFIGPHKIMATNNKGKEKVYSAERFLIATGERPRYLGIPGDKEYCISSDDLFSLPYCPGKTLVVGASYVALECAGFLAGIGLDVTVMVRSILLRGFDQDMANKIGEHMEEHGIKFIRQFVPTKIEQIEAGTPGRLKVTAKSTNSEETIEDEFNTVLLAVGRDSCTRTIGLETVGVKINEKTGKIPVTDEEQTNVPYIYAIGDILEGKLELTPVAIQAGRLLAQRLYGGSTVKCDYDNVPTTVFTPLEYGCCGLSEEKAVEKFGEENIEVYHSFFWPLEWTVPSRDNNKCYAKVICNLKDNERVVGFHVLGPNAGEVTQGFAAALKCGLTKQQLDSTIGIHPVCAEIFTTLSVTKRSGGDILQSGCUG
#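 Rat TrxR1 (90 nM in the dispensed reagent) was pre-reduced with 400 uM NADPH for 5 min at room temperature, then incubated with compound for 15 min. After 400 uM selenite was added, NADPH fluorescence (Ex 340/Em 450 nm) was followed for 8 min.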
# HP1b chromo inh – HP1-beta chromodomain-methylated histone interaction inhibition; P83916; AlphaScreen HP1-beta / biotin-H3K9me3 peptide binding; Potency, µM (top dose mostly 114 µM), for inactives: at the top dose activity change, negative = inhibition, actives largely listed as inhibitors; actives 0.56% (n = 390,000); further: potency means the concentration at half of the fitted maximal effect; nearly all actives have a fitted effect of over 70% in size; inactives centre near 23
# Target sequence (P83916 whole entry, looked up): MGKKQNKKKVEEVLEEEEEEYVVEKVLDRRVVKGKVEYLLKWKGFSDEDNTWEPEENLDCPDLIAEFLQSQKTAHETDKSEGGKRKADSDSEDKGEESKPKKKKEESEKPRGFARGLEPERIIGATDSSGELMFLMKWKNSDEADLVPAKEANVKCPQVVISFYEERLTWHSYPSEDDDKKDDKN
#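 AlphaScreen: HP1-beta (50 nM) preformed 30 min with biotin-H3(1-18)K9me3 peptide (50 nM) in PBS pH 7.4, 0.01% Tween-20. Compound added for 30 min at RT, then streptavidin donor/nickel chelate acceptor beads (10 ug/mL) for 30 min.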
# TrxR1 substrate – is turned over as a substrate by rat TrxR1. AID 588456. purified TrxR1 substrate turnover, NADPH consumption readout. Potency, µM (titrated, usually from 114 µM), inactives show top-dose activity change, negative = substrate turnover. O89049. actives 0.01% (n = 390,000); further: potency means the concentration at half of the fitted maximal effect; on the % scale 0 is the no-effect control and ±100 the full control effect; nearly all actives have a fitted effect of over 50% in size
#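 Rat TrxR1, dispensed at 90 nM, was prereduced with 400 uM NADPH (final) for 5 min at ~22 deg C, then incubated with compound 15 min before 400 uM selenite. A first-read NADPH fluorescence drop versus no-compound background flagged substrates.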
# PGK inhibitor – blocks T. brucei phosphoglycerate kinase. actives 0.043% (n = 380,000). PGK/GAPDH coupled, Kinase-Glo luminescence, 60 min. Potency, µM (highest dose often 57.5 µM), inactives show top-dose activity change, negative = inhibition, usual class: inhibitors. AID 602233; further: potency means the concentration at half of the fitted maximal effect; on the % scale 0 is the no-effect control and ±100 the full control effect; nearly all actives have a fitted effect of over 60% in size
#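 Recombinant glycosomal PGK reaction used 1,3-bisphosphoglycerate generated in-well by GAPDH (100nM final) in 100mM TEA pH 7.6, 5mM MgCl2, 0.01% Tween-20. After 60 minutes at room temperature, ATP was read by Kinase-Glo Plus luminescence end-point.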
# IDH1 R132H inh – inhibitors of human mutant IDH1 R132H; O75874; IDH1-R132H enzyme, NADPH consumption, diaphorase/resazurin fluorescence; Potency, µM (top dose mostly 76.6 µM), for inactives: at the top dose activity change, negative = inhibition, actives largely listed as inhibitors; actives 0.093% (n = 390,000); further: potency means the concentration at half of the fitted maximal effect; on the % scale 0 is the no-effect control and ±100 the full control effect; nearly all actives have a fitted effect of over 65% in size
#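 IDH1-R132H (0.5 ug/mL) preincubated 30 min with compound, then NADPH (0.016 mM) and alpha-KG (2 mM) added; 80 min at RT, pH 7.5. Remaining NADPH coupled via diaphorase/resazurin to fluorescence (540/590 nm); concentration-response curves normalized to no-enzyme control.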
# USP1 inh – inhibitors of human USP1/UAF1 deubiquitinase | Potency, µM (titrated, usually from 57.1 µM), without a hit: top-dose activity change, negative = inhibition, usual class: inhibitors | actives 0.23% (n = 390,000) | O94782 | recombinant USP1/UAF1, Ub-Rhodamine cleavage fluorescence; further: potency means the concentration at half of the fitted maximal effect; on the % scale 0 is the no-effect control and ±100 the full control effect; nearly all actives have a fitted effect of over 60% in size; inactives centre near -12
#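 In this screen, compounds sit with the deubiquitinase complex (1nM) for 15 min at room temperature before Ub-Rho is added at 150nM final. Fluorescence rise is then followed for 6 reads every 60 seconds.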
# PI4K2A inh – blocks human PI4K2A kinase activity. Q9BTU6. purified PI4K2A, ADP-Glo luminescence, 1 h; stronger effect = lower value. activity change, negative = inhibition, % at 76.9 µM. actives 0.13% (n = 420,000); in the data active means activity change below about -50%; inconclusive means mostly about -30% to -49%;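 further: -100% = wells without enzyme as full effect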
#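 Compounds are screened against recombinant PI4K2A using PI as substrate and ATP, the latter dispensed at 300 microM. Reactions run one hour at ambient temperature before ADP-Glo detection; full inhibition defined by wells lacking enzyme.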
# An asterisk follows results filed as active; i = inactive; ? = inconclusive; nt = not tested or not shown; [ ] = remark or other dose. Unless noted, the call rests on the fitted dose curve; in most records, active means well fitted curve in the direction sought with a large enough effect; inconclusive means small, poorly fitted or top-dose-only effect, or another doubt; inactive means no such curve, though single readings can be large; an effect the other way counts as inactive or inconclusive.
SMILES,GLS inhibitor,Pin1 inh,TrxR1 inh,HP1b chromo inh,TrxR1 substrate,PGK inhibitor,IDH1 R132H inh,USP1 inh,PI4K2A inh
O=C(NNc1c2ccccc2nc2ccccc12)C(O)c1ccccc1 (centres undefined),20%,1%,-4%,-20%,-5%,-5%,-15%,-5%,4
COc1ccc(OC)c(CCNc2nc3ccccc3c3nc(-c4cccnc4)nn23)c1,-9%,0%,-1%,31%,-2%,-3%,29%,-6%,-7
Cc1c(CCO)c(=O)n(C)n1C(=O)c1ccc(Cl)cc1,9%,-9%,-6%,29%,0%,-2%,-2%,3%,0
Cc1nn2c(=O)cc(COC(=O)c3ccc(NC(=O)c4cccc(Br)c4)cc3)nc2s1,-7%,0%,4%[57.1 µM],-16%,-1%[57.1 µM],-2%,6%,-16%,-6
CCCCSc1nc(C)cc(C)c1S(=O)(=O)c1ccccc1C,1%,-4%,5%[57.1 µM],106%[activator],-11%[57.1 µM],-8%,1%,-22%,-4
COc1ccccc1Cn1c(=S)[nH]c2cc(C(=O)NCCCN3CCOCC3)ccc2c1=O,?,-3%,-27%,39%[activator],-4%,-8%,-1%,-19%,-4
COCCCNC(=O)CN1C(=O)c2c(c3ccccc3n2C)C1c1ccc(OC)cc1 (centres undefined),4%,-1%,19%,37%,33%,1%,3%,7%,-1
CCOc1ccc(C(=O)NC(C(=O)NCc2ccccn2)C(C)C)cc1 (centres undefined),-1%,-4%,10%,45%[activator],5%,1%,3%,-19%,1
COc1ccc(NC(=O)N(Cc2ccc3c(c2)OCO3)C2CC(=O)N(c3ccc(OC)cc3)C2=O)cc1 (centres undefined),-1%,-1%,5%,13%,-10%,-1%,0%,-4%,0
Cc1nc(NC(=O)c2ccco2)sc1-c1csc(Nc2ccc(Cl)cc2)n1,13%,20%,12%[57.1 µM],-8%,7%[57.1 µM],0%,-21%,11%,-6
CCCC(=O)NC(c1ccc(OC)cc1)c1c(O)ccc2ccccc12 (centres undefined),18%,1%,20%,-5%,9%,-7%,-9%,-15%,-5
CCCCOc1ccc(CN2C(=O)C(=O)c3cc(Br)cc(C)c32)cc1OC,-7%,86%[activator],-12%,?,-14%,-2%,28µM*,2%,13
Cc1ccc(NC(=O)c2ccco2)cc1C,16%,2%,-1%,-6%,5%[57.1 µM],-5%,17%,-19%,-9
O=[N+]([O-])c1ccc(Cl)cc1P(=O)(O)c1cc(Cl)ccc1[N+](=O)[O-],17%,2%,-5%[11.4 µM],36%,7%[57.1 µM],9%,1%,-19%,-6
CCN(CC(=O)Nc1ccc2c(c1)OCCO2)C(=O)/C=C/c1cc(Br)ccc1OC,-2%,nt,nt,nt,nt,4%,-1%,-29%,-2
CCCCN(CCCC)S(=O)(=O)c1ccc(NC(=O)Cc2cccs2)cc1,-16%,28%,9%,-27%,0%,-3%,6%,-19%,-2
Cc1cc(NC(=O)Nc2ccc(F)c(Cl)c2)no1,2%,?,15%,15%,4%,0%,3%,-14%,1
COc1ccc(/C=C/C(=O)Nc2ccccc2C(=O)N2CCCC2)cc1,nt,?,-9%,55%[activator],-1%,4%,1%,-22%,5
COc1ccc2nc(SC)cc(C)c2c1,23%,5%,18%[57.1 µM],50%[activator],9%[57.1 µM],0%,3%,-5%,2
CC(C)CSc1nnc(-c2ccccc2)c(-c2ccccc2)n1,1%,-2%,-4%,54%[activator],-3%,-6%,-2%,-12%,-3

# Look-ups from the list.
# O=[N+]([O-])c1ccc(Cl)cc1P(=O)(O)c1cc(Cl)ccc1[N+](=O)[O-] | HP1b chromo inh = 36%
# CC(C)CSc1nnc(-c2ccccc2)c(-c2ccccc2)n1 | IDH1 R132H inh = -2%

# The main list resumes with the 2 entries that preceded the break.
SMILES,GLS inhibitor,Pin1 inh,TrxR1 inh,HP1b chromo inh,TrxR1 substrate,PGK inhibitor,IDH1 R132H inh,USP1 inh,PI4K2A inh
COc1ccc2nc(SC)cc(C)c2c1,23%,5%,18%[57.1 µM],50%[activator],9%[57.1 µM],0%,3%,-5%,2
CC(C)CSc1nnc(-c2ccccc2)c(-c2ccccc2)n1,1%,-2%,-4%,54%[activator],-3%,-6%,-2%,-12%,-3
Nc1ccc(C(=O)OCC(=O)NC2CCCc3ccccc32)cc1[N+](=O)[O-] (centres undefined),2%,-1%,-17%,26%,-15%,-1%,-1%,-1%,-4
O=C(CCCOc1ccc(Cl)cc1)NCCc1ccccc1,-4%,-1%,16%,26%,9%[57.1 µM],i,6%,-15%,3
CCOC(=O)C1CCN(C(=O)Cn2ncc3c4ccccc4n(Cc4ccccc4F)c3c2=O)CC1,-4%,0%,12%,31%,15%,-4%,-6%,-10%,-3
COc1ccccc1C(=O)Nc1ccnn1C1CCN(C(=O)C2CCOC2)CC1 (centres undefined),-18%,-6%,-2%,78%[activator],-12%,0%,7%,-14%,7
CC(C)c1ccc(NC(=O)C2CCCN2S(=O)(=O)c2ccc3nc(-c4ccccc4)[nH]c3c2)cc1 (centres undefined),8%,13%,24%,12%,11%,-10%,-9%,-16%,-5
CCOc1nc2cnccc2n(CC(=O)Nc2ccccc2C(=O)OC)c1=O,-11%,6%,9%,22%[57 µM],-7%,-1%,-9%,-10%,0
O=C(NCc1ccco1)c1ccc(Cl)s1,-4%,-4%,2%[57.1 µM],-15%,5%[57.1 µM],1%,1%,-19%,-15
O=C(Nc1nc(-c2ccncc2)cs1)c1ccc(F)cc1,2%,3%,9%,20%,-2%,5%,-8%,1%,-4
COc1ccc(NC(=S)Nc2ccccn2)cc1,22%,-3%,?,38%,0%,0%,-2%,-14%,-3
O=C(NCc1nnnn1-c1ccc(F)c(F)c1)c1cc2ccccc2o1,-8%,-7%,-14%,32%,-10%,-7%,3%,-8%,4

# Part of the list above in order of SMILES length, falling.
SMILES,GLS inhibitor,Pin1 inh,TrxR1 inh,HP1b chromo inh,TrxR1 substrate,PGK inhibitor,IDH1 R132H inh,USP1 inh,PI4K2A inh
Nc1ccc(C(=O)OCC(=O)NC2CCCc3ccccc32)cc1[N+](=O)[O-] (centres undefined),2%,-1%,-17%,26%,-15%,-1%,-1%,-1%,-4
O=C(NCc1nnnn1-c1ccc(F)c(F)c1)c1cc2ccccc2o1,-8%,-7%,-14%,32%,-10%,-7%,3%,-8%,4
O=C(Nc1nc(-c2ccncc2)cs1)c1ccc(F)cc1,2%,3%,9%,20%,-2%,5%,-8%,1%,-4
O=C(CCCOc1ccc(Cl)cc1)NCCc1ccccc1,-4%,-1%,16%,26%,9%[57.1 µM],i,6%,-15%,3

# The main list resumes; the 3 compounds before the break are reprinted first.
SMILES,GLS inhibitor,Pin1 inh,TrxR1 inh,HP1b chromo inh,TrxR1 substrate,PGK inhibitor,IDH1 R132H inh,USP1 inh,PI4K2A inh
O=C(Nc1nc(-c2ccncc2)cs1)c1ccc(F)cc1,2%,3%,9%,20%,-2%,5%,-8%,1%,-4
COc1ccc(NC(=S)Nc2ccccn2)cc1,22%,-3%,?,38%,0%,0%,-2%,-14%,-3
O=C(NCc1nnnn1-c1ccc(F)c(F)c1)c1cc2ccccc2o1,-8%,-7%,-14%,32%,-10%,-7%,3%,-8%,4
CCOC(=O)CNC(=O)c1cn(C)c(=O)c2cc(OC)c(OC)cc12,-10%,-1%,10%,35%[activator],4%,-9%,3%,-13%,0
CCCC(c1nnnn1CS(=O)(=O)c1ccc(C)cc1)N1CCC(C(N)=O)CC1 (centres undefined),0%,-6%,23%,34%[activator],0%,-4%,-4%,-3%,-11
COC(=O)c1ccc(NC(=O)CSCc2ccc(C)cc2)cc1,4%,-5%,40%[activator],11%,9%,-10%,9%,-10%,-9
COc1ccc(-c2nn(-c3ccccc3)cc2CNC(C)Cn2cncn2)c(F)c1 (centres undefined),1%,-8%,4%,23%,4%,3%,-5%,-5%,4
CCOc1ccc(/C(CCC(=O)O)=N/NC(=S)NC(C)C)cc1,-22%,-13%,7%[57.1 µM],-10%,-11%,0%,2%,-22%,1
Cc1cccc(C(=O)OCC(=O)Nc2sc3c(c2C#N)CCC3)c1,13%,11%,9%,9%,3%,7%,3%,-5%,0
O=C(O)CSc1ncn[nH]1,5%,-1%,-8%[57.1 µM],20%,0%[57.1 µM],10%,1%,-4%,5
N#C/C(=C/c1ccccc1)C(=O)NCc1ccccc1,2%,-7%,5%[57.1 µM],19%,-8%,-1%,9%,-10%,20
CCOc1ccc(CCNC(=O)Cn2nc(C)c3c(C)n(-c4ccccc4)nc3c2=O)cc1,-5%,55%[activator],11%,36%,-5%,-1%,0%,-11%,-7
O=c1c2ccccc2nc2ccccn12,6%,5%,4%[57.1 µM],39%,85%[activator][57.1 µM],7%,9%,-17%,-6
COc1ccccc1C(=O)NC(=O)CSc1nc2nc(C)cc(C)n2n1,1%,7%,13%,33%,6%,-8%,6%,-15%,3

# These rows are one share of the data; count on the stated rates, not on these rows.
